Rev-erbA mod – modulates human Rev-erb alpha binding to DNA; P20393; Rev-erbα–FITC-DNA binding, fluorescence polarization, 90 min; activity, % at 10 µM; actives 0.79% (n = 370,000); AID 1259318;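 active means activity above about 14%, limit read from the data; passing the limit was not always enough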;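 further: 0% = DMSO wells with 35 nM protein and 100% = DMSO wells with 750 nM protein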
MBD2 inh – blocks human MBD2 binding to methylated DNA; Q9UBB5; TR-FRET, MBD2 binding to methylated oligonucleotide; inhibition, % at 4.4 µM; actives 0.31% (n = 370,000); in the data active means inhibition above about 13%
PRMT1 FP inh – inhibitors of human PRMT1; Q99873; recombinant PRMT1, activity-based probe fluorescence polarization; inhibition, % at 2.79 µM; AID 652257; actives 1.3% (n = 370,000);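 active means inhibition above about 21% made by adding two undisclosed values, limit read from the data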
rCAG RNA binder – molecules binding r(CAG) RNA repeats | r(CAG) RNA repeat, TO-PRO-1 dye displacement fluorescence | inhibition, % at 3 µM | actives 1.3% (n = 370,000);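 active means inhibition above the plate cutoff, the mean of all test compounds on that plate plus 3 SD, cut at about 35% in these data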;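 further: 0% = DMSO alone and 100% = 100 µM mitoxantrone as full dye displacement; higher means more dye released from RNA so lower well fluorescence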
PG9 Ab binder – binds the HIV-1 gp120 antibody PG9 | AID 624416 | actives 0.43% (n = 360,000) | TR-FRET gp120-PG9 antibody binding | inhibition, % at 6.7 µM; in the data active means inhibition above about 8.5%
HTRA1 inhibitor – blocks human HTRA1 serine peptidase | recombinant HTRA1, FP-rhodamine activity-based probe, fluorescence polarization | AID 504803 | inhibition, % at 5.96 µM | actives 0.5% (n = 340,000); in the data active means inhibition above about 36%;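 further: 0% = enzyme with DMSO and 100% = wells lacking enzyme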
LEDGF integ inh – blocks HIV-1 LEDGF/p75-dependent DNA integration; TR-FRET IN-LEDGF/p75 DNA integration, Eu/Cy5; inhibition, % at 3.7 µM; actives 0.64% (n = 370,000); AID 743269;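 active means inhibition above the screen-wide mean plus 3 SD, cut at about 13% in these data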;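 further: signal is the Cy5 over europium emission ratio at 671 and 618 nm; 0% = plate median of compound wells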
mABHD4 FP – ABHD4 (mouse) inhibition, primary FP screen; inhibition, % at 8.92 µM; Q8VD66; AID 720543; purified mABHD4, FP-Rh probe fluorescence polarization; actives 0.54% (n = 370,000);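 active means inhibition exceeding the mean over every tested compound plus 3 SD, cut at about 30% in these data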;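 further: 0% = plate median of compound wells and 100% = S159A mutant with DMSO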
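system = mouse ABHD4 enzyme, wild type | medium = HEPES pH 7.0, NaCl, Pluronic buffer | also added = FP-Rh probe | incubation = Enzyme–compound pre-incubation 45 min, then probe 60 min, both 25 °C | technique = fluorescence polarization, excitation 525 nm, emission 598 nm, BODIPY TMR filters | controls = S159A mutant high control, sample median low control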
TCR CD3 inh – blocks the human TCR-CD3 interaction; TAMRA-labeled TCR probe fluorescence, biochemical; inhibition, % at 9.4 µM; actives 0.37% (n = 360,000); in the data active means inhibition above about 19%;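 further: recombinant mutant TCR 2C K166C tagged with TAMRA read by polarization; 0% = receptor in buffer alone and 100% = receptor with positive control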
UHRF1 MBD2 ctr – blocks human UHRF1 binding to methylated DNA | Q96T88 | UHRF1 binding to methylated oligo, TR-FRET | inhibition, % at 4.4 µM | actives 0.75% (n = 370,000) | AID 687016; in the data active means inhibition above about 21%;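 further: UHRF1 SRA domain binding a hemimethylated CpG hairpin DNA probe; 0% = median of test compound wells and 100% = reference inhibitor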
Target sequence (Q96T88 whole entry, looked up, the tested form may be a part): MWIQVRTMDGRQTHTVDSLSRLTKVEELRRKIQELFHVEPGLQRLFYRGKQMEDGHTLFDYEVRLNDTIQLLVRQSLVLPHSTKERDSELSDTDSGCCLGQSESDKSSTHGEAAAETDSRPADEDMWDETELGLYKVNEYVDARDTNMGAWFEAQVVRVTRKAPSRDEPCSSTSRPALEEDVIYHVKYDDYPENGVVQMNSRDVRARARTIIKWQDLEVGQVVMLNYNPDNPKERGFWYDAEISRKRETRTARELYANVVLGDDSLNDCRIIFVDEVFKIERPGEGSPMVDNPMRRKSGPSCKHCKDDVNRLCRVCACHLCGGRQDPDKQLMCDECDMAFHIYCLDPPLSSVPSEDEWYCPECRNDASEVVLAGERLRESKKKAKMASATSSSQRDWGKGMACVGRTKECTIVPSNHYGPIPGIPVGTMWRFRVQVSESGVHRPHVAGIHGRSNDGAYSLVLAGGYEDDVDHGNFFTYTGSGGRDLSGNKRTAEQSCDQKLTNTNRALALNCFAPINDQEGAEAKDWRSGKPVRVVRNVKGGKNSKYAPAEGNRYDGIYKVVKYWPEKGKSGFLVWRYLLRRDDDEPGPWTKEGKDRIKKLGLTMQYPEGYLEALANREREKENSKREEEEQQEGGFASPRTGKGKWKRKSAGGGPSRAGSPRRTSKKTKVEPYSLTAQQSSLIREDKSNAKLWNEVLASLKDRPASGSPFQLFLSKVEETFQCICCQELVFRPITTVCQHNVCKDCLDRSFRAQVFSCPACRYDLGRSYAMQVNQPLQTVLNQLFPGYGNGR
Numbers without * were called inactive; · = not tested or not shown. Some of the compounds tested (hit frequency here may not be typical).

SMILES	Rev-erbA mod	MBD2 inh	PRMT1 FP inh	rCAG RNA binder	PG9 Ab binder	HTRA1 inhibitor	LEDGF integ inh	mABHD4 FP	TCR CD3 inh	UHRF1 MBD2 ctr
COC(=O)CC1C(=O)NCCN1C(=O)c1ccc(Cl)cc1 (stereo not given)	5	8	7	-2	1.1	-1	-5	-11	-1	5
COc1cccc(-c2ncc3ccccc3c2COC(=O)c2ccc(C(F)(F)F)cc2)c1	1	-5	-1	0	0.5	-2	0	-3	5	-4
O=C(CN1C(=O)c2cccc3cccc(c23)C1=O)N1CCCCCC1	2	-6	1	-2	-0.6	-4	5	-5	-7	-4
Cn1nc(C(F)(F)F)c(-c2cccc(C(F)(F)F)c2)c1NC(=O)c1cccnc1	-4	-1	5	-4	-0.3	·	-6	-16	-1	3
O=C(COC(=O)c1cccs1)NCC1CCCO1 (stereo not given)	-2	0	0	1	2.0	1	2	5	2	2
COC(=O)c1cccc2c([N+](=O)[O-])c(NC(C)=O)cc(C(=O)OC)c12	0	4	0	1	0.7	·	-1	7	7	-3
CCN(C[C@H]1N[C@@](Cc2ccccc2)(C(=O)OC)[C@H]2C(=O)N(Cc3ccccc3)C(=O)[C@@H]12)C(=O)C1CCCCC1	-1	-3	0	2	0.8	6	5	1	-5	2
O=c1[nH]n(-c2ccc(F)cc2)c2ncccc12	-4	-4	0	-2	-5.2	5	-6	-1	8	-2
O=C(CC1NC2CCCCC2NC1=O)Nc1ccc2c(c1)OCO2 (stereo not given)	4	-2	-1	-1	-0.8	9	0	3	0	2
O=c1[nH]c(=S)[nH]c2c1C(c1ccc(Cl)cc1)OC(CCc1ccccc1)C2 (stereo not given)	-5	5	6	4	-1.3	·	0	-7	0	5
CCOC(=O)C1CCCN(C(=O)c2ccc3c(=O)n(CCOC)c(=S)[nH]c3c2)C1 (stereo not given)	-1	-3	0	-1	-1.1	-1	1	4	2	0
COc1ccccc1N1CCN(C(=O)/C=C/c2cccc([N+](=O)[O-])c2)CC1	-6	5	0	1	-0.9	4	-3	1	-2	0
CC(C)(C)n1c(O)c2ccc(C(=O)N=NC(=O)c3ccccc3)cc2c1O	2	1	0	-2	-1.9	1	-1	4	-5	0
CCOC(=O)C1=C(N)Oc2c(c(=O)[nH]c3ccccc23)C1c1ccccc1 (stereo not given)	-1	2	58*	0	0.9	0	2	0	2	1
COC(=O)c1ccccc1Sc1snnc1C	5	3	-1	0	-2.7	3	2	-4	5	-5
COCCn1c(SCC(=O)Nc2ccc(OC)c(S(N)(=O)=O)c2)nc2ccccc21	-3	-5	1	6	-0.8	-1	2	-2	5	0
Cn1c(-c2ccncc2)nc2ccccc21	4	1	2	0	-1.8	0	0	6	0	-1
CC(=O)c1cc(F)c(N2CCOCC2)cc1C	-5	-5	-1	4	0.8	1	-3	-1	1	-1
O=C(NCCc1ccccc1)c1noc2c1CCCCC2	6	-8	-1	-4	1.5	2	-5	-3	8	-2
Cc1ccc(C(=O)/C=C\Nc2ccc(C)c(C)c2)cc1	-5	2	0	2	-0.2	-13	-1	1	-4	4

A portion from further up, for reference:
SMILES	Rev-erbA mod	MBD2 inh	PRMT1 FP inh	rCAG RNA binder	PG9 Ab binder	HTRA1 inhibitor	LEDGF integ inh	mABHD4 FP	TCR CD3 inh	UHRF1 MBD2 ctr
COCCn1c(SCC(=O)Nc2ccc(OC)c(S(N)(=O)=O)c2)nc2ccccc21	-3	-5	1	6	-0.8	-1	2	-2	5	0
Cn1c(-c2ccncc2)nc2ccccc21	4	1	2	0	-1.8	0	0	6	0	-1
CC(=O)c1cc(F)c(N2CCOCC2)cc1C	-5	-5	-1	4	0.8	1	-3	-1	1	-1
O=C(NCCc1ccccc1)c1noc2c1CCCCC2	6	-8	-1	-4	1.5	2	-5	-3	8	-2
Cc1ccc(C(=O)/C=C\Nc2ccc(C)c(C)c2)cc1	-5	2	0	2	-0.2	-13	-1	1	-4	4

Continuation:
SMILES	Rev-erbA mod	MBD2 inh	PRMT1 FP inh	rCAG RNA binder	PG9 Ab binder	HTRA1 inhibitor	LEDGF integ inh	mABHD4 FP	TCR CD3 inh	UHRF1 MBD2 ctr
Cc1ccsc1/C=N/Nc1cccc(C(=O)O)c1	-2	3	6	16	-6.8	-4	-5	14	9	0
Cc1cccc(C)c1NC(=O)CS(=O)CC(=O)NCCCc1ccccc1 (stereo not given)	1	4	1	0	-1.6	1	3	-7	0	0
CCOc1ccccc1NC(=O)CSc1nc2ccccc2nc1N1CCCC1	3	-5	1	3	-0.8	-6	2	7	1	-3
COc1ccc(CNc2cc(C)ccn2)c(O)c1	10	0	1	3	-1.9	9	2	4	-6	1
O=C(COC(=O)Cc1cccs1)NCc1ccc(F)cc1	-2	-1	-4	-1	-1.9	0	1	1	7	1
CCOc1cc(CNCc2ccncc2)cc(Br)c1OCc1ccc(F)cc1	-3	4	2	-1	0.0	-16	3	5	0	0
COc1ccc(C(CC(=O)Nc2ccccn2)N2Cc3ccccc3C2=O)cc1OC (stereo not given)	-2	3	-6	-4	-2.5	-3	6	-4	-7	4
CS(=O)(=O)n1nc(-c2ccccc2)nc1N	6	0	0	-1	-0.2	-5	3	8	-7	3
O=C(OCC(=O)N1CCCCCC1)c1ccc[nH]c1=O	4	-1	1	1	-1.0	12	3	1	-4	0
O=C(Cn1cc(C(=O)c2ccco2)c2ccccc21)NC1CC1	12	-8	-3	3	-0.6	3	1	-4	2	1
COc1ccccc1NC(=O)CCc1nnc2ccc(N3CCC4(CC3)OCCO4)nn12	-1	-2	2	-5	-3.9	-2	-1	4	-6	0
CCOC(=O)C(=O)Nc1ccccc1C(=O)NC(C)C	1	-4	-2	3	-2.9	3	-1	2	4	0
CCOCCCNC(=S)N(CCCN(C)C)Cc1cc2cc3c(cc2[nH]c1=O)OCCO3	4	3	1	1	-0.6	5	-4	0	-14	4
COc1cc(C(CC(=O)N2CCCC2)c2c(OC)cc(OC)c3c(-c4ccccc4)cc(=O)oc23)cc(OC)c1OC (stereo not given)	-22	-4	4	8	-0.2	-8	2	1	-1	2
CC(=O)NC1c2ccccc2C(=O)N1Cc1ccccc1 (stereo not given)	-6	2	0	1	-0.8	0	2	-10	-7	4
O=C(Nc1ccc(N2CCOCC2)cc1)C1CC(=O)N(c2ccccc2)C1 (stereo not given)	-3	-6	0	-3	-0.4	-1	-1	3	7	-1
CC(C)c1cccc(C(C)C)c1NC(=O)CNCc1ccccc1F	3	3	1	-6	-2.9	-3	1	10	-1	-2
COc1cc(C2c3cc4c(cc3OC(C)(N3CCCC3)C2C)OCO4)cc(OC)c1OC (stereo not given)	7	-4	-7	0	0.4	4	3	1	5	-2
O=C(c1cccc(Br)c1)N1CCN(c2ccc(N3CCOCC3)nn2)CC1	-5	-2	-2	-1	-2.0	3	3	2	-2	-1
O=C(CN1CCCCCC1)Nc1nc2ccccc2s1	2	-3	2	-4	-0.3	1	-4	5	-1	1
CCC(=O)OCCNc1cc(Sc2nc3ccccc3[nH]2)c2nonc2c1[N+](=O)[O-]	-1	-8	84*	12	-0.2	3	-9	14	4	-9
CC(C)C[C@H](N)C(=O)N1CCC(C(=O)N[C@H](C(=O)NC(C)c2ccccc2)C(C)C)CC1 (stereo not given in full)	-3	-2	-5	-2	2.8	0	5	0	1	0
Cc1ccc(N(CC(=O)NCc2ccccc2Cl)S(=O)(=O)c2c(C)noc2C)cc1	1	-4	0	-1	0.1	4	-3	-4	3	-2
Cc1ccccc1C(=O)NC(=S)Nc1sc2c(c1C#N)CCCC2	4	-2	2	11	-1.4	-3	-2	-2	2	-3
COc1cc(SC)ccc1C(=O)NCCOc1ccc(Cl)cc1	-6	3	0	-1	-1.8	-23	3	0	-2	0
C[C@H](CO)N1C[C@H](C)[C@H](CN(C)C(=O)Nc2ccc(C(F)(F)F)cc2)OCc2cnnn2CCCC1=O	-3	1	3	-1	-2.2	-1	-5	3	-3	2
COC1=CC(C)C2CC3OC(=O)CC4C(C)=C(OC)C(=O)C(C2(C)C1=O)C34C (stereo not given)	0	-5	-2	2	-2.9	·	1	0	1	-1
COc1cc(OC)cc(C2=Cc3ccccc3C(CC(=O)c3ccco3)N2c2ccc(-c3ccc(C(N)=O)cc3)cc2)c1 (stereo not given)	2	1	6	18	0.0	·	5	1	-3	0
Cc1nc(-c2ccccc2)sc1C1(C)CC(c2ccc(OC(F)(F)F)cc2)=NO1 (stereo not given)	-1	3	-2	3	-4.1	-14	2	-7	7	5
COc1ccccc1C(=O)N/C(=C/c1ccco1)C(=O)Nc1ccc(C(=O)O)cc1	3	2	19	19	-3.3	-3	6	1	-3	14
Cc1ccc(S(=O)(=O)N2CCN(C(=O)c3cc(S(=O)(=O)N4CCOCC4)ccc3Cl)CC2)c(C)c1	-4	-5	0	6	1.1	-3	-1	4	-1	0
Cc1cc(C)cc(NS(=O)(=O)c2ccc3[nH]c(=O)[nH]c3c2)c1	5	4	-1	2	-0.3	-11	-1	3	-2	-1
O=c1c2ccccc2oc2ccccc12	-2	-2	-2	1	1.7	·	2	-9	6	-2
CCCNC(=O)NS(=O)(=O)c1cnccc1Sc1ccc(Cl)c(Cl)c1	-1	-1	-3	13	-1.2	3	0	0	12	2
Cc1ccc(C2CN=NC23CCc2ccccc2C3=O)cc1 (stereo not given)	-5	-1	6	2	-0.4	-10	1	1	0	0
C=CC[C@H]1C(C(=O)OCC)=CC[C@@H](c2ccccc2)N1S(=O)(=O)c1ccc(C)cc1	11	-1	2	7	-0.4	·	-2	-6	1	15
C/C(=N\Nc1ccc2nncn2n1)c1ccc(Cl)s1	-1	-5	0	2	-0.3	·	-5	3	-6	-2
CC(C)Nc1nc(Oc2cccc(Cl)c2Cl)cc(C(F)(F)F)n1	9	-1	-1	-2	1.8	0	-3	0	3	-2
COc1ccccc1Nc1cc2cc(Br)ccc2c(=O)[nH]1	-23	-4	5	14	-1.0	0	21*	11	2	18
O=C(OC1CO[C@H]2O[C@@H]1[C@H](OC(=O)c1ccccc1)[C@H]2OC(=O)c1ccccc1)c1ccccc1 (stereo not given in full)	1	9	2	7	1.8	·	1	-6	-8	2
COC(=O)Cn1c(N)[n+](Cc2ccccc2)c2ccccc21	1	3	1	2	-1.5	8	1	-5	-2	5
C=C1CCC[C@]2(C)C[C@H]3OC(=O)C(CNC(C)CC)[C@H]3CC12 (stereo not given in full)	0	-2	-6	-5	-1.9	-1	0	0	3	0
COc1ccc(NC(=O)CSc2n[nH]c(N)n2)c([N+](=O)[O-])c1	-3	-1	-3	0	-0.1	1	10	0	4	1
Cc1ccccc1-c1csc(C(O)c2ccc(F)cc2)n1 (stereo not given)	1	-4	0	1	0.1	·	5	-5	9	0
Cc1cc(C)n2nc(CCc3ccccc3)nc2n1	0	0	0	-3	-1.2	-2	0	1	13	2
CCOc1ccccc1N1CCN(CC(O)COc2ccc3c(C)cc(=O)oc3c2)CC1 (stereo not given)	-2	0	-1	-7	1.0	7	0	4	1	1
COc1ccc(NC(=O)c2nc(-n3nc(C)cc3C)ccc2Cl)cc1Cl	-3	-5	-3	-1	-2.1	-2	6	-3	5	-3
COc1ccc(S(=O)(=O)N2CCN(c3cnccn3)CC2)cc1	1	-4	-3	3	-0.9	-4	-2	4	4	0
O=C(NCN1CCCCC1)c1cnccn1	2	-4	-5	-3	0.0	6	-8	-2	-8	1

Assay outcomes as filed in PubChem.
